SENP1 inh: human SENP1 catalytic domain inhibitors, primary screen, biochemical, FRET, uHTS; 360,000 compounds, 0.21% hits; inhibition, % at 10 µM; Sentrin-specific protease 1 (Homo sapiens), Q9P0U3; recombinant SENP1 catalytic domain, CyPet-SUMO1-YPet FRET cleavage;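 active means inhibition at least 30% at 10 µM, raw YFP signal under a set limit, fluorescence ratio 0.5 to 1.5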;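 further: 0% = enzyme with DMSO and 100% = no enzyme wells; some results filed as inactive read as strong as hits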
Target sequence (Q9P0U3 419-644 limits assumed): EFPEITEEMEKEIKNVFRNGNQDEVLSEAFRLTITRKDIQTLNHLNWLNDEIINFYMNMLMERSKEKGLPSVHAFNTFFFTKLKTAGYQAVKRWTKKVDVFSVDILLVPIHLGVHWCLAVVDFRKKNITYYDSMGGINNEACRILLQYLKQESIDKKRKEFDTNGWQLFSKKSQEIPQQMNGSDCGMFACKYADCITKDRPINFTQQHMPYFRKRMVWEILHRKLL
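Test system: human SENP1 catalytic domain; medium: Tris pH 8 buffer plus EDTA, NaCl, BME, BSA, NP40, catalase; incubation: 50 min reaction at room temperature; technique: FRET, CFP and YFP emission; controls: no-enzyme low control and enzyme-plus-DMSO high control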
UBC13 inh: UBC13 polyubiquitin chain formation inhibitors, primary screen, biochemical, TR-FRET, uHTS. 330,000 compounds, 0.47% hits. inhibition, % at 20 µM. AID 485273, 2010. Ubiquitin-conjugating enzyme E2 N (Homo sapiens), P61088; in the data active means inhibition above about 45%, passing the limit was not always enough
Target sequence (P61088 whole entry, looked up): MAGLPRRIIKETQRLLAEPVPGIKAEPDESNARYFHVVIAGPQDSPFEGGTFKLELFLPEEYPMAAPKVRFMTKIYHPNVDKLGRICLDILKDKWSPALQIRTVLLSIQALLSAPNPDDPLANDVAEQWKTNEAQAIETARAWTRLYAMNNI
beta cell repl: inducers of MIN6 beta-cell proliferation, primary screen, ATP luminescence, uHTS; MIN6 cells proliferation, ATPlite luminescence, 48 h; cells starved in 0.2% serum; 100% = growth in 10% serum; proliferation, % at 10 µM; 330,000 compounds, 0.29% hits;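 active means compounds whose signal lies at least 3.5 SD above the mean of all wells on their plate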;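 further: 0% = DMSO-treated cells in low-serum medium and 100% = 10% serum control; some compounds called inactive have numbers as strong as hits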
PfG6PD inh: PfG6PD enzyme inhibitors, primary screen, biochemical, fluorescence intensity, uHTS; glucose-6-phosphate dehydrogenase-6-phosphogluconolactonase (Plasmodium falciparum 3D7); 350,000 compounds, 0.78% hits; PfGluPho enzyme, NADPH resazurin-diaphorase fluorescence; inhibition, % at 20 µM; AID 504690, 2011;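 active means inhibition reaching at least a set limit at 20 µM in the primary screen, cut at about 59% in these data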;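 further: 0% = DMSO wells with substrate and 100% = DMSO wells lacking glucose-6-phosphate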
SENP8 block-1: human SENP8 protease inhibitors, primary screen, biochemical, fluorescence, Nedd8 protein substrate, uHTS; recombinant SENP8; inhibition, % at 20 µM; 360,000 compounds, 0.64% hits; AID 602440, 2012; in the data active means inhibition mostly above about 40%, no sharp cut-off; inactive means mostly below about 27%
SENP6 inh: SENP6 protease inhibitors, primary screen, biochemical, luminescence, uHTS. Sentrin-specific protease 6 (Homo sapiens), Q9GZR1. Recombinant SENP6 catalytic domain, aminoluciferin luminescence. inhibition, % at 10 µM. 330,000 compounds, 1.8% hits. AID 2599, 2010;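 active means inhibition above about 50% at the single tested dose, limit read from the data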;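 further: plate controls were DMSO wells with enzyme for no effect and DMSO wells lacking enzyme for full effect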
Target sequence (Q9GZR1 628-1112 limits assumed): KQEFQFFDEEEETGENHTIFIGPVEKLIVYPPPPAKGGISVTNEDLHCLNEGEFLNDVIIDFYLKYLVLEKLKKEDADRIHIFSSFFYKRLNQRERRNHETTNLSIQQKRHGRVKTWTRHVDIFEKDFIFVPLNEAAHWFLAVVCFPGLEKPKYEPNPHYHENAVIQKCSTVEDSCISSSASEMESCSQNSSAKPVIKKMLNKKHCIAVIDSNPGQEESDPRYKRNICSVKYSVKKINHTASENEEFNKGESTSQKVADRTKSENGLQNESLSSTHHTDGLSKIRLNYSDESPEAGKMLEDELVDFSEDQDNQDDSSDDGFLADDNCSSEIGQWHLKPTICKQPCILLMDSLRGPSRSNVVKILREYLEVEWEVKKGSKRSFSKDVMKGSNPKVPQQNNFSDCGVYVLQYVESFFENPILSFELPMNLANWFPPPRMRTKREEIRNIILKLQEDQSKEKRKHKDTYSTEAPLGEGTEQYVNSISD
HKDC1 inhibitor: HKDC1 hexokinase inhibitors, primary screen, biochemical, fluorescence, uHTS; Q2TB90; recombinant HKDC1, G6PDH/diaphorase resazurin coupled fluorescence; inhibition, % at 20 µM; 340,000 compounds, 0.16% hits; AID 493160, 2011;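 active means inhibition above about 35% when tested at 20 µM, limit read from the data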;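 further: plate controls were DMSO wells with enzyme for no effect and DMSO wells lacking enzyme for full effect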
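Assay system – recombinant HKDC1 (HK5) hexokinase enzyme, produced in-house · Input – HKDC1 at 5 µg/mL · Reagent – glucose plus 1 mM ATP as hexokinase substrates · Timing – 90 min reaction incubation at room temperature, dark · Measured by – G6PDH/diaphorase-coupled fluorescence, 1 mM NADP, 100 µM resazurin, 525/613 nm · Benchmarks – DMSO-enzyme wells negative, buffer-substituted wells positive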
SENP8 block-2: SENP8 protease inhibitors, primary screen, biochemical, luminescence. Sentrin-specific protease 8 (Homo sapiens), Q96LD8. purified SENP8, Z-RLRGG-aminoluciferin cleavage. inhibition, % at 10 µM. 330,000 compounds, 1.2% hits. AID 2540, 2010; in the data active means inhibition above about 50%
SENP7 block: SENP7 protease inhibitors, primary screen, biochemical, luminescence, uHTS | AID 434973, 2010 | Sentrin-specific protease 7 (Homo sapiens), Q9BQF6 | inhibition, % at 5 µM | recombinant SENP7, Z-RLRGG-aminoluciferin luminescence, 40 min | 330,000 compounds, 1.5% hits;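 active means inhibition above about 50% at the single test dose, limit read from the data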;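 further: plate controls were DMSO with enzyme for no effect and no enzyme buffer wells for full effect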
* marks the source's active call; other numbers are inactive results; i = inactive; / = not tested or not shown. This is a random part of the collection. Share with any hit: about 4%.

SMILES	SENP1 inh	UBC13 inh	beta cell repl	PfG6PD inh	SENP8 block-1	SENP6 inh	HKDC1 inhibitor	SENP8 block-2	SENP7 block
COc1ccc(/C=N/NC(=O)c2cccc(NC(=O)c3ccccc3)c2)c(C(=O)O)c1OC	3	-7	1	-8	-46	-31	-7	-11	-5
Cc1ccc2c(c1)N(CC(=O)NCC1CCCO1)C(=O)C(C(C)C)O2 (stereo not given)	1	0	-1	-10	5	-8	-3	3	-1
CC(C)CN(C(=O)CC(C)c1ccccc1)c1c(N)n(Cc2ccccc2)c(=O)[nH]c1=O (stereo not given)	-1	4	1	-7	0	-8	-3	14	-9
Cc1ccc(NC(=O)Cn2c3ccc(F)cc3c3nc4n(c(=O)c32)CCS4)cc1F	2	-12	1	-16	-419	-17	2	0	-9
O=C(Cc1ccc(NS(=O)(=O)c2ccc(F)cc2)cc1)NCc1cccnc1	2	7	-2	7	8	-14	-2	-2	5
Cc1cnc(N2C(=O)c3ccc([N+](=O)[O-])cc3C2=O)s1	0	12	-1	-1	19	-12	-2	-3	16
CCCn1c(=O)c(C(=O)NCc2ccc(OC)c(OC)c2)c(O)c2ccccc21	1	24	-4	-2	2	-1	-2	-5	-4
S=c1[nH]c(-c2ccccc2)cn1/N=C/c1ccncc1	3	-16	0	53	-1	-4	2	-12	1
O=C(NCc1ccccc1)c1cccc(COc2ccccc2Cl)c1	1	-4	-2	13	10	4	1	-11	-9
Cc1cccc(C)c1NC(=O)c1ccc2c(c1)CCN2S(C)(=O)=O	1	4	3	0	18	-10	5	7	4
CCn1c(NC(=O)C(C)C)c2ccccc2nc1=O	-4	13	0	-5	-37	-5	-7	-9	-13
O=C(Nc1ccc(Cl)c(S(=O)(=O)N2CCOCC2)c1)c1ccc(OCC2CCCO2)cc1 (stereo not given)	1	2	1	23	5	-1	-7	4	-5
COc1ccccc1/C=N\Nc1cc(C)nc(-n2nc(C)cc2C)n1	1	14	-6	15	-14	34	4	36	34
COc1ccccc1-c1nnc(SCC(=O)NCc2c(C)c(Cl)cc(C(C)C)c2O)o1	2	-4	-5	51	12	-3	-3	0	0
CC(=O)Nc1ccc(C=NNC(=O)CCCC(=O)NN=Cc2ccc(NC(C)=O)cc2)cc1	2	/	/	2	-26	/	-2	/	/
COc1cc2c(cc1OC)C(C(=O)N1CCN(c3ccccn3)CC1)C(c1cccs1)N(C)C2=O (stereo not given)	0	-6	-2	0	-7	-4	-4	3	5
N/C(Cc1ccc([N+](=O)[O-])cc1)=N\OC(=O)c1ccccc1Br	3	3	-2	16	12	9	3	2	13
O=C(CCC1CCCCC1)NCc1cccnc1	1	8	-2	3	12	2	1	0	7
CNc1cc([N+](=O)[O-])ccc1OCc1ccccc1	16	1	-2	53	13	-39	1	-6	0
Cc1[nH]ncc1N=Cc1ccc([N+](=O)[O-])cc1	1	-6	0	10	23	5	-16	-18	-9
CCOC(=O)c1nn(-c2ccc(Cl)cc2)c2nnc(Cc3ccc(C)cc3)c(=O)n12	1	-10	2	-9	-2	-1	-3	-4	2
CCC(C)NC(=O)Nc1ccc2c(c1)N(C)C(=O)c1ccccc1S2 (stereo not given)	0	4	6	-18	9	7	-2	-2	3
CNC(=S)N=Nc1c(O)[nH]c2ccccc12	4	/	/	-2	29	/	-4	/	/
CCOC(=O)CCCCC(=O)c1[nH]c(=O)[nH]c1CSc1nc(C)cc(C)n1	2	2	-2	12	18	-3	-6	2	1
COc1ccc2[nH]c(C)c(CCNC(=S)Nc3ccccc3OC)c2c1	7	3	-2	-1	3	-7	-3	-7	9
CN(C)Cc1c(O)ccc2c3c(c(=O)oc12)CCCCC3	-13	13	0	13	i	10	-3	-6	-1
Cc1ccccc1NC(=O)C1C2CCCCC21 (stereo not given)	1	2	-2	-1	12	0	-5	0	5
CCN(CC(=O)NCc1ccc(Cl)cc1)C(=O)c1ccc(C#N)cc1	1	-1	-3	13	6	-24	1	-2	-9
O=C(Nc1ccccc1Cl)c1ccn[nH]1	1	7	5	-10	24	-6	-1	-2	-3
CC1CCN(Cc2nnc(-c3cccc(Br)c3)o2)CC1	-1	9	-4	-17	9	-27	2	-4	-4
CCCn1c(CN2CCCCC2C)nc2c1c(=O)n(C)c(=O)n2C (stereo not given)	2	-1	-2	7	2	-14	-4	5	-2
COc1ccc(CCN=C(N)NS(=O)(=O)c2ccc(C)cc2)cc1OC	2	5	-1	-5	12	4	-12	4	3
CCC(C)[C@H](NC(=O)[C@@H]1CSC2c3ccccc3C(=O)N21)C(=O)NC1CCCC1 (stereo not given in full)	1	4	0	13	14	-15	-7	9	4
Cn1cnnc1SCC(=O)Nc1ccc(F)cc1	2	1	7	-6	15	-2	-11	-3	12
CCN(CC(=O)Nc1ccc(OC)cc1)C(=O)c1ccc2c(=O)n3c(nc2c1)CCC3	-2	-1	3	-7	8	-10	-3	0	5
CCC(CC)C(=O)N1CCN(Cc2ccc3c(c2)OCO3)CC1	0	-11	-3	-12	7	-6	4	1	-4
Nc1nnc(N2CCCCC2)s1	0	6	0	2	1	-7	-3	1	2
CCOc1ccccc1NC(=O)NC1(C(=O)N2CCOCC2)CCCCC1	0	-6	0	-8	18	-23	-5	-3	-8
COc1ccccc1Cn1[nH]nnc1=S	1	2	-2	44	0	-20	-4	6	4
CCCCc1nc(NCCNC(=O)c2ccccc2)c(C#N)c2c1CSC(C)(C)C2	-20	-17	-3	-9	i	-12	7	-6	-8
O=S(=O)(NCc1csc(-c2cccs2)n1)c1ccc(Cl)cc1	-1	5	1	47	-222	-11	6	5	1
CC(NC(=O)c1cccs1)C(S)c1ccccc1 (stereo not given)	1	/	/	-14	13	/	0	/	/
COc1ccccc1NC(=O)COC(=O)c1ccccn1	1	4	-1	9	10	-17	-7	-2	9
COc1ccc(OCCN2CCN(S(=O)(=O)c3ccccc3C(F)(F)F)CC2)cc1	0	8	-2	12	1	3	-4	2	6
O=C(COc1cccc(F)c1)N[C@@H](Cc1ccccc1)c1nc2ccccc2[nH]1	-1	-1	-2	-16	-13	-15	7	2	-8
COc1cc2c(cc1OC)CN(C(=O)c1sccc1C)CC2	-1	2	5.1*	8	12	-16	-3	-8	15
CCOc1ccc(C(=O)NC(=S)Nc2ccc(N3CCC(C)CC3)cc2)cc1[N+](=O)[O-]	0	/	/	-6	22	/	-4	/	/
CC(=O)Nc1ccc(C(=O)NNC(=O)c2cccs2)cc1	1	5	0	1	4	-9	-4	-1	-5

2 compounds drawn at random from the list so far:
SMILES	SENP1 inh	UBC13 inh	beta cell repl	PfG6PD inh	SENP8 block-1	SENP6 inh	HKDC1 inhibitor	SENP8 block-2	SENP7 block
CCn1c(NC(=O)C(C)C)c2ccccc2nc1=O	-4	13	0	-5	-37	-5	-7	-9	-13
COc1ccccc1-c1nnc(SCC(=O)NCc2c(C)c(Cl)cc(C(C)C)c2O)o1	2	-4	-5	51	12	-3	-3	0	0

Other compounds follow:
SMILES	SENP1 inh	UBC13 inh	beta cell repl	PfG6PD inh	SENP8 block-1	SENP6 inh	HKDC1 inhibitor	SENP8 block-2	SENP7 block
CC(C)c1nc2ccc(NC(=O)C34CC5CC(CC(C5)C3)C4)cc2[nH]1	0	6	1	-2	10	8	-3	10	-1
O=C(CS(=O)(=O)c1c[nH]c2ccccc12)Nc1ccc(F)cc1	0	2	-1	11	0	-5	-4	-4	-1
Cc1nn(Cc2ccccc2)c(C)c1N	3	-2	0	-6	20	-23	-8	-5	1
COc1cc(OC)c2c(-c3ccccc3)cc(C3CCCCC3)nc2c1	0	/	/	1	-380	/	13	/	/
Cc1ccc(SCC(=O)NC(C)(C)C)cc1	0	-12	-3	-11	22	-21	-2	-12	-12
COc1ccc(/C=C/C(=O)N(Cc2ccccc2)c2ccccn2)cc1OC	0	3	0	2	17	-23	-14	-2	-7
C(=N\N1CCN(C2c3ccccc3-c3ccccc32)CC1)/c1cccs1	1	-7	-3	-11	22	16	-6	-10	-1
O=C(N/N=C/c1cccc([N+](=O)[O-])c1)C1CC(=O)N(c2ccc(Br)cc2)C1 (stereo not given)	2	-4	-2	13	15	10	-7	4	12
COCCOC(=O)C1=C(C)NC(=O)NC1c1c(Cl)nc2c(C)cccn2c1=O (stereo not given)	/	-18	-2	/	/	-15	/	-16	-5
Cc1occc1C(=O)N/N=C/c1ccc(Br)s1	1	-5	2	0	2	88*	-5	81*	88*
CC1(C)CC(=O)c2cc3c(N)c(C(=O)NCc4ccccc4)sc3nc2C1	2	-10	-3	8	27	13	8	4	5
COc1ccc(NC(=O)CSc2nnc(-c3cccs3)n2-c2ccccc2)cc1	2	2	-3	11	10	3	-2	5	0
COc1cc(NC(=O)Cn2cnc3sc(C)c(S(=O)(=O)N4CCN(C)CC4)c3c2=O)cc(OC)c1OC	/	0	-3	/	/	-1	/	-1	8
CC(C)(C)OC(=O)N1CCN(C(=O)c2[nH]cnc2C(=O)N[C@@H](Cc2ccccc2)C(=O)OCc2ccccc2)CC1	-1	3	-9	15	14	7	-1	1	3
CN(C)/C=C1\N=C(c2cccs2)OC1=O	4	-7	-1	-23	-39	-8	-13	-5	-2
COc1ccc2c(c1)[nH]c1c(=O)n(N)cnc12	1	-8	3	-9	3	-20	11	-5	3
Cc1cc2ncn(C(=O)c3ccc(F)cc3)c2cc1C	6	5	1	2	10	-32	4	-25	-16
COc1ccc(CN(C(=O)c2cccs2)c2ccccc2)cc1	2	1	2	-23	4	6	-2	9	2
CCN1CCN(c2ccc(S(=O)(=O)N3CCCCC3)cc2NC(=O)Cc2ccccc2F)CC1	0	3	-3	-1	-15	-14	-1	-6	-3
O=C(C1=C[C@@H](c2coc3ccccc3c2=O)C[C@@H](OCCCCO)O1)N1CCOCC1	2	5	-3	9	-4	-13	-1	-6	4
CCOC(=O)c1ccc(S(=O)(=O)Nc2ccc(N3CCOCC3)cc2)cc1	1	-3	0	-6	21	-20	-3	-9	-4
COc1ccc(Cc2nc3ccc(C(=O)N4C[C@@H](C)O[C@@H](C)C4)cc3o2)cc1OC	0	2	-2	-1	6	21	-2	-6	-1
Cc1ccnc(NC(=O)c2ccc(Br)s2)c1	1	7	-5	19	10	88*	3	82*	92*
O=C1CC(c2ccc(F)cc2)CC(O)=C1C=NCCN1CCN(C(=O)Nc2ccccc2)CC1 (stereo not given)	-2	12	2	9	9	0	-5	-2	1
Cn1cc(Br)c(C(=O)N/N=C/c2cc3ccccc3nc2Cl)n1	0	4	-4	-7	9	-10	1	-19	-12

Compound activity (PubChem)
